Screening results: PubChem BioAssay, National Center for Advancing Translational Sciences (NCATS)
GRP78 ERSR act: induces the endoplasmic reticulum stress response in human glioma cells. U87-MG GRP78 promoter luciferase reporter, 16 h. Potency, µM, without a hit: top-dose activation, hits mostly activators. 0.02% of 420,000 active. AID 602332; note: potency is the fitted concentration of half-maximal effect; series mostly up to about 76 µM; % of control where 0% means no effect; nearly all actives have a fitted effect of over 35% in size
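Stably transfected U87-MG glioma cells carrying a GRP78-based luciferase sensor; 16 h compound incubation. Luminescence end-point read 10 min after Bright-Glo addition at room temperature.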
USP1-UAF1 inh: inhibitors of human USP1/UAF1 deubiquitinase; O94782; recombinant USP1/UAF1, Ub-Rhodamine cleavage fluorescence; Potency, µM (top dose mostly 57.1 µM), for inactives: at the highest dose activity change, negative = inhibition, most hits filed as inhibitors; 0.23% of 390,000 active; AID 743255; note: potency is the fitted concentration of half-maximal effect; % is set by controls: 0 for no effect and ±100 for the full control effect; nearly all actives have a fitted effect of over 60% in size; inactives centre near -12
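1 nM enzyme complex + cpd, 15 min RT; start with Ub-Rho 150nM final; kinetic fluorescence ex 480/em 540, 6 reads q60 s. Buffer 50mM HEPES pH 7.8, 0.5mM EDTA, 0.1 mg/ml BSA, 1mM TCEP, 0.01% Tween-20.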
TrxR1 substrate: is turned over as a substrate by rat TrxR1. O89049. purified TrxR1 substrate turnover, NADPH consumption readout. Potency, µM (doses to about 114 µM), for inactives: top-dose activity change, negative = substrate turnover. 0.01% of 390,000 active. AID 588456; note: potency is the fitted concentration of half-maximal effect; % is set by controls: 0 for no effect and ±100 for the full control effect; nearly all actives have a fitted effect of over 50% in size
Target sequence (O89049 whole entry, looked up): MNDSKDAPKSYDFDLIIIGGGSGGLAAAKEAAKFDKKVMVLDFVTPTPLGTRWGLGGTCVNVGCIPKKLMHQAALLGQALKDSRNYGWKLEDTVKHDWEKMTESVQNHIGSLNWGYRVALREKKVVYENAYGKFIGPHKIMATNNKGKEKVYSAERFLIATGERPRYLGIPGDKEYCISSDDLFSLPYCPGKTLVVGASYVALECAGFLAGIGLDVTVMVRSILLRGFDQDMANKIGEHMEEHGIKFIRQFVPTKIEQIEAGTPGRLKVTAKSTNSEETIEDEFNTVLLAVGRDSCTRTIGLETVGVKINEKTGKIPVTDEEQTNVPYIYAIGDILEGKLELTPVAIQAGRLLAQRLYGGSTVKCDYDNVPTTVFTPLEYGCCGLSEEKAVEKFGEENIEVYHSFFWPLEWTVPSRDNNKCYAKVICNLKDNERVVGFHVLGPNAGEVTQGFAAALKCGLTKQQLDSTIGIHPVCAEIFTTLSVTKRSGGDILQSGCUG
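Rat TrxR1, dispensed at 90 nM, was prereduced with 400 uM NADPH (final) for 5 min at ~22 deg C, then incubated with compound 15 min before 400 uM selenite. A first-read NADPH fluorescence drop versus no-compound background flagged substrates.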
mIDH1 inhibitor: inhibitors of human mutant IDH1 R132H; O75874; IDH1-R132H enzyme, NADPH consumption, diaphorase/resazurin fluorescence; Potency, µM (series often up to 76.6 µM), without a hit: top-dose activity change, negative = inhibition, usual class: inhibitors; 0.093% of 390,000 active; AID 602179; note: potency is the fitted concentration of half-maximal effect; % is set by controls: 0 for no effect and ±100 for the full control effect; nearly all actives have a fitted effect of over 65% in size
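IDH1-R132H (0.5 ug/mL dispensed) in pH 7.5 Tris buffer was preincubated 30 min with compound, then given a substrate mix of 0.016 mM NADPH and 2 mM alpha-KG for 80 min at room temperature; remaining NADPH was read by diaphorase/resazurin fluorescence.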
Vif-APOBEC3F blk: blocks the Vif interaction with APOBEC3F; HeLa A3F-eYFP + Vif (tagged APOBEC3F with the HIV-1 protein that degrades it), YFP fluorescence increase; Potency, µM (titrated, usually from 46.1 µM), inactives show top-dose activity, negative = active; 0.2% of 390,000 active; AID 602313; note: potency is the fitted concentration of half-maximal effect; % of control where 0% means no effect; nearly all actives have a fitted effect of over 65% in size
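HeLa cells stably expressing A3F-eYFP plus Vif, plated and incubated overnight at 37 deg C, then exposed to compounds overnight at 37 deg C. Blocked degradation read as raised yellow fluorescence (Ex 488/Em 500-530).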
Vif-APOBEC3G blk: Vif-A3G binding inhibition; Q9HC16; HeLa A3G-eYFP + Vif (tagged APOBEC3G with the HIV-1 protein that degrades it), YFP fluorescence, overnight; Potency, µM (series often up to 46.1 µM), inactives show at the highest dose activity, negative = active, usual class: inhibitors; 0.076% of 410,000 active; AID 602310;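 note: potency is the fitted concentration of half-maximal effect; % is set by controls: 0 for no effect and ±100 for the full control effect; nearly all actives have a fitted effect of over 60% in size; hits raise eYFP signal because A3G escapes Vif-driven loss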
Target sequence (Q9HC16 whole entry, looked up): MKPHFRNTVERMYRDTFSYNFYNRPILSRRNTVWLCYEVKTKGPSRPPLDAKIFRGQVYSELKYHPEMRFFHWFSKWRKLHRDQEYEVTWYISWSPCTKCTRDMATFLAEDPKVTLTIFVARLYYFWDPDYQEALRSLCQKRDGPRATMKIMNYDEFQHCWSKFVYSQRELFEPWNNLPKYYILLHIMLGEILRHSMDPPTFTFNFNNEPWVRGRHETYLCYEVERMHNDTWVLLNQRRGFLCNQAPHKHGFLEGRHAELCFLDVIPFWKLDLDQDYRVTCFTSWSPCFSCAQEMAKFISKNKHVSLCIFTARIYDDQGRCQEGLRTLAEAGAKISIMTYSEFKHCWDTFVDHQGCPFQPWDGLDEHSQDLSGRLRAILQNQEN
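HeLa cells stably expressing Vif and C-terminally eYFP-tagged A3G, seeded overnight at 37 deg C, then exposed to compound by pintool overnight at 37 deg C. Rise in yellow fluorescence (Ex 488/Em 500-530, Acumen) marks blocked Vif-driven A3G degradation.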
RGS4 inh: inhibitors of human regulator of G protein signaling 4; P49798; 0.039% of 390,000 active; Potency, µM (series often up to 114 µM), for the others: at the highest dose activity change, negative = inhibition, hits mostly inhibitors; Transcreener GDP fluorescence polarization, RGS4-accelerated GTP hydrolysis; note: potency is the fitted concentration of half-maximal effect; % is set by controls: 0 for no effect and ±100 for the full control effect; nearly all actives have a fitted effect of over 75% in size; some results filed as inactive show a strong effect at the top dose
Target sequence (P49798 whole entry, looked up): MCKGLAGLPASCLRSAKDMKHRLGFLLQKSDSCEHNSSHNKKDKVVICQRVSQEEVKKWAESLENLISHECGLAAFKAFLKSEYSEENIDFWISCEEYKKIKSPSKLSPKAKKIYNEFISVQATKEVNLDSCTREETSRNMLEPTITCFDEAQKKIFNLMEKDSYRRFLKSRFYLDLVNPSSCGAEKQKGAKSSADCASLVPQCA
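MLSMR compounds (23 nl, pin-transferred) preincubated 10 min at room temperature with a 500nM (2x) first reagent, then RGS4 at 900nM (2x) plus Transcreener GDP mix added; fluorescence polarization (620/688 nm) read before and after 90 min at 30 °C.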
LDHA block: blocks human lactate dehydrogenase A | P00338 | purified LDHA, NADH/diaphorase-resazurin fluorescence; stronger effect = lower value | activity change, % (values are at about 110 or 230 µM) | 0.15% of 480,000 active; in the data active = activity change below about -30%; inconclusive = mostly about -25% to -30%;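 note: plate controls were DMSO wells for no effect and wells without enzyme for full effect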
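Human LDH5 at 2 nM final in Tris HCl pH 7.4 with 0.06 mM NADH and 0.2 mM pyruvate, reacted 5 minutes at room temperature. Remaining NADH coupled via diaphorase/resazurin; resorufin fluorescence read at 0 and 20 minutes, normalized to enzyme-free and DMSO wells.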
rTrxR1 inhibitor: blocks rat thioredoxin reductase 1 | recombinant rTrxR1, NADPH fluorescence consumption, selenite substrate | Potency, µM (doses to about 114 µM), for inactives: at the top dose activity change, negative = inhibition, most hits filed as inhibitors | AID 588453 | 1% of 390,000 active; note: potency is the fitted concentration of half-maximal effect; % is set by controls: 0 for no effect and ±100 for the full control effect; nearly all actives have a fitted effect of over 65% in size
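Rat TrxR1 (90 nM in the dispensed reagent) was pre-reduced with 400 uM NADPH for 5 min at room temperature, then incubated with compound for 15 min. After 400 uM selenite was added, NADPH fluorescence (Ex 340/Em 450 nm) was followed for 8 min.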
An asterisk follows results filed as active; ? = inconclusive; / = not tested or not shown; & = joins results of further samples; [ ] = dose if it differs, or a comment. Unless noted, calls come from the whole dose curve; as a rule, active = well fitted curve in the direction sought with a large enough effect; inconclusive = small, poorly fitted or top-dose-only effect, or another doubt; inactive = no such curve, though single readings can be large; an effect the other way counts as inactive or inconclusive.

SMILES	GRP78 ERSR act	USP1-UAF1 inh	TrxR1 substrate	mIDH1 inhibitor	Vif-APOBEC3F blk	Vif-APOBEC3G blk	RGS4 inh	LDHA block	rTrxR1 inhibitor
COc1cccc(NC(=O)C(=O)c2cn(CC(=O)N3CCCC3)c3ccccc23)c1	9%	-22%	-6%	3%	12%	2%	11%	0	13%
COc1ccc(CNC(=O)c2ccc3c(c2)NC(=O)C(CS(=O)(=O)Cc2ccccc2Cl)N3)cc1 (stereo unspecified)	-4%	?	7%	-14%	?	-4%	-22%	0	11%
COc1ccc(CN2CC[C@H]3C=CC[C@@H](C(=O)Nc4ccc(Cl)c(C(F)(F)F)c4)[C@H]3C2=O)cc1OC	-3%&-1%	-18%	-14%[57.1 µM]	0%	1%	1%&-3%	-19%	-2	8%[57.1 µM]
CCOC(=O)N1CCC(NC(=O)COc2cc(=O)n(C)c3ccccc23)CC1	-1%	-3%	2%[57.1 µM]	3%	-8%	0%	38%	-2	2%[57.1 µM]
O=C(OCc1cn([C@H]2C[C@H](c3ccccc3)N(Cc3cccs3)C[C@@H]2O)nn1)c1ccccc1	-1%	-20%	/	10%	-4%	1%	/	5	/
CCOCCc1nn2c(=O)cc(CSCC(=O)Nc3ccc(OC)cc3)nc2s1	-2%	-11%	0%	-5%	1%	1%	20%	-2	22%
Cc1ccc2c(CC(=O)NCc3cccs3)coc2c1	7%	-7%	-10%	11%	6%	-5%	-14%	-3	-12%
N#C/C(=C(/O)COc1ccc(Cl)cc1)c1nc2ccccc2s1	2%	2%	4%[57.1 µM]	6%	-6%	1%	-45%	-9	4%[57.1 µM]
CCOC(=O)c1c(C2CC2)csc1NC(=O)COC(=O)c1ccc[n+]([O-])c1	0%	-6%	5%	-3%	0%	0%	4%	-3	15%
CCCn1c(=O)c(Br)cn(-c2ccccc2C)c1=O	0%	-14%	5%	5%	4%	-3%	14%	0	19%
Cn1cccc1C(C#N)c1cccc(F)c1C#N (stereo unspecified)	-3%	-17%	-5%	-7%	3%	0%	0%	-8	-8%
COc1ccc(N=C2NC(=O)/C(=C/c3ccc(O)c(OC)c3)S2)cc1	6%	-15%	-12%	-1%	?	?	-7%	-9	-11%
COc1ccc(OC)c(CNC(=O)CCc2nc(-c3cccs3)no2)c1	-4%	-23%	1%	-1%	1%	3%	0%	-6	11%
CC1(C)CC(=O)C=C(c2cc3ccccc3s2)C1	0%	-20%	1%	16%	-4%	0%	2%	-1	4%
CC(C)Cn1c(SCC(=O)c2c(N)n(C)c(=O)n(C)c2=O)nc2ccccc21	-7%	-21%	3%[57.1 µM]	3%	-15%	1%	-14%	-7	10%[57.1 µM]
CC(=O)c1ccc(OCCN2CCOCC2)cc1	-3%	-17%	4%[57.1 µM]	4%	8%	-4%	-1%	-23	-17%
CCOC(=O)c1ccc(NC(=O)CSc2nc3c(c(=O)n2C)SC(C)C3)cc1 (stereo unspecified)	1%	-25%	4%[57.1 µM]	0%	0%	-1%	-31%	-5	3%[57.1 µM]
CCOC(=O)c1nnc(-c2ccc(C)cc2)nc1Sc1ccccc1Cl	3%	-7%	-2%	4%	5%	-2%	13%	1	-27%
COc1ccc(S(=O)(=O)N(C)CC(=O)Nc2ccccc2C(F)(F)F)cc1OC	0%	-24%	1%	3%	/	-2%	-38%	-2	4%
CC(=O)c1ccc(N2CCN(C(=O)COc3ccc(F)cc3)CC2)c(F)c1	-4%	-14%	-6%	0%	/	-4%	-23%	-1	-27%
O=C(CC(=O)c1ccccc1O)c1ccc(F)cc1	11%	-12%	-5%	2%	-8%	-8%	-24%	6	-7%
CCOC(=O)C1=C(N)Oc2cc(C)[nH]c(=O)c2C1c1ccncc1 (stereo unspecified)	7%	1%	-3%	4%	-1%	-4%	-24%	0	-7%
O=C(NN1C(=O)C2C3C=CC(C3)C2C1=O)C(O)c1ccccc1 (stereo unspecified)	-2%	-17%	-4%	-7%	-2%	0%	-14%	-10	26%
Cc1ccccc1NC(=S)NCCO	1%	-12%	-10%	-7%	2%	-2%	17%	-6	4%[57.1 µM]

Reprinted at random: two entries already listed.
SMILES	GRP78 ERSR act	USP1-UAF1 inh	TrxR1 substrate	mIDH1 inhibitor	Vif-APOBEC3F blk	Vif-APOBEC3G blk	RGS4 inh	LDHA block	rTrxR1 inhibitor
CCOC(=O)N1CCC(NC(=O)COc2cc(=O)n(C)c3ccccc23)CC1	-1%	-3%	2%[57.1 µM]	3%	-8%	0%	38%	-2	2%[57.1 µM]
Cc1ccc2c(CC(=O)NCc3cccs3)coc2c1	7%	-7%	-10%	11%	6%	-5%	-14%	-3	-12%

The listing continues.
SMILES	GRP78 ERSR act	USP1-UAF1 inh	TrxR1 substrate	mIDH1 inhibitor	Vif-APOBEC3F blk	Vif-APOBEC3G blk	RGS4 inh	LDHA block	rTrxR1 inhibitor
Cc1ccc(C(=O)OCc2cc(=O)n3nc(-c4cccs4)sc3n2)cc1	-3%	-22%	2%[57.1 µM]	-5%	0%	-4%	-8%	-2	14%[57.1 µM]
Cc1nc([N+](=O)[O-])cn1CC(=O)NCCCO	-3%	-9%	-6%[57.1 µM]	3%	8%	0%	-2%	-1	4%[57.1 µM]
CN(C)c1ccc(/C=N/NC(=O)c2nnn(-c3nonc3N)c2CN2CCCCCC2)cc1	-3%	-22%	5%	4%	-22%	-10%	-14%	-7	2%
O=C(C1CC1)N1CCN(c2nc3ccc(F)cc3s2)CC1	-3%	-20%	-4%[57.1 µM]	-11%	15%	3%	35%	-7	15%[57.1 µM]
O=C(NCc1cccs1)C1CCN(S(=O)(=O)c2ccc(Cl)cc2)CC1	-5%	-8%	-1%[57.1 µM]	-7%	-1%	1%	13%	-8	4%[57.1 µM]
CC(=O)NC(Cc1ccc(O)cc1)C(=O)NN (stereo unspecified)	0%	-1%	6%[0.0914 µM]	-4%	-4%	-2%	12%	-1	11%[57.1 µM]
O=c1c2c3c(sc2nc2n1CCC2)CCC3	-1%	-14%	-11%	3%	9%	-1%	0%	1	-6%
CCC(=O)Nc1nnc(CSCc2ccccc2)s1	-3%	-8%	8%[57.1 µM]	3%	1%	0%	-12%	2	12%[57.1 µM]
Cc1cccc(NC(=O)Cn2c(=O)nc(-c3ccccc3)c3ccccc32)c1C	-2%	-5%	5%[57.1 µM]	3%	-4%	-5%	11%	1	6%[57.1 µM]
CCCCn1c(=O)[nH]c2nc3cc(N)ccc3nc2c1=O	-1%	28µM*	-4%[57.1 µM]	5%	-12%	11%	?	33	?
CC(C(=O)NC1=NCCS1)N1C(=O)C2CC=CCC2C1=O (stereo unspecified)	-3%	-15%	2%	9%	1%	1%	-26%	0	13%
Cc1cccc(NS(=O)(=O)c2ccc3c(c2)Cc2cc(S(=O)(=O)Nc4cccc(C)c4C)ccc2-3)c1C	-3%	-11%	6%	-1%	5%	?	5%	4	17%
Cc1cc(C)c(NC(=O)Cn2ccn(-c3cccc(Cl)c3)c(=O)c2=O)c(C)c1	-2%	-16%	3%	-18%	-17%	-14%	-13%	-2	20%
Cc1cc(NC(=O)COC(=O)c2oc3c(Cl)cccc3c2C)no1	0%	-8%	-5%	4%	-2%	-5%	-6%	-1	-7%
CCc1ccc(NC(=O)[C@H](Cc2c[nH]c3ccccc23)NC(=O)[C@@H]2Cc3ccccc3CN2)cc1	?	1%	-1%	-4%	-5%	-14%	-4%	-3	10%
C[n+]1cc(C(=O)N2CCCCC2)ccc1/C=C/c1c[nH]c2ccccc12	0%	?	-8%[57.1 µM]	1%	?	11µM*	-28%	6	-8%[57.1 µM]
Cc1cc(OCC(=O)NCCc2cccc(F)c2)c2c(C)cc(=O)oc2c1	1%	-10%	14%	-3%	-4%	2%	12%	-4	33%
COc1ccc(NC(=O)CCc2nc3c(C)nn(-c4ccc(C)cc4)c3n(C)c2=O)cc1	0%	-1%	4%[57.1 µM]	-10%	5%	3%	21%	-1	21%[57.1 µM]
O=[N+]([O-])c1cc(-c2ccc(/C=N\n3cnnc3)o2)cc([N+](=O)[O-])c1	0%	-3%	-3%[57.1 µM]	14%	4%	2%	-7%	-1	?
COc1c(OC(C)=O)ccc(/C=N\NC(=O)c2ccc(Br)cc2)c1[N+](=O)[O-]	8%	-16%	-11%	-7%	-12%	2%	-3%	-4	-7%
CCN(CC)C(=O)CSc1nnc(-c2cccnc2)n1Cc1ccccc1	-4%	-12%	3%	1%	-2%	-5%	-36%	-6	4%
CCO[C@H]1OC(C(=O)O)=C[C@@H](c2ccccc2)[C@@H]1CCCO	-4%	-20%	-4%[57.1 µM]	1%	2%	3%	-6%	3	25%[57.1 µM]
Cc1ccc(-n2c(SCC(=O)N3CCC(C(=O)O)CC3)nc3ccccc3c2=O)cc1C	-4%	-20%	5%	3%	-23%	0%	2%	-3	10%
COc1ccc(N2CCN(C(=O)COC(=O)[C@@H](NC(=O)OCc3ccccc3)C(C)C)CC2)cc1	-1%	-14%	-8%	5%	1%	1%	-6%	3	-5%
COc1ccc(NC(=O)COC(=O)CCc2ccccc2)c(OC)c1	-2%	-12%	4%	8%	3%	1%	-7%	-5	2%
CCN1CCN(C(=O)c2c(-c3c(Cl)cccc3Cl)noc2C)CC1	-3%	-25%	3%	-9%	0%	-1%	-7%	-3	11%

These rows are one share of the data. The share of hits here may be higher or lower than overall.
